# Chronic BCR inh = blocks chronic active B-cell receptor signaling; ABC-DLBCL IkBa-CBG/CBR reporter, luminescence ratio, 4 h; Potency, µM (series often up to 46.1 µM), inactives show top-dose ratio change, negative = lower green/red ratio, actives largely listed as inhibitors; actives 0.05% (n = 340,000); AID 493014; active = well fitted inhibition curve with a large enough effect in the signal ratio, with a control signal flat, not every such curve was filed as active; inconclusive = small, poorly fitted or top-dose-only effect, or effect the other way, or a change in a side signal; the % refers to the signal ratio;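 note: potency is the fitted concentration of half-maximal effect; plate controls were basal doxycycline-induced cells for no effect and cells given 10 µM MG132 for full effect; MG132 reads +100%, hits lower the ratio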
#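 TMD8 ABC-DLBCL cells carrying doxycycline-inducible green luciferase fused to IkappaBalpha plus unfused red luciferase were exposed to compounds (up to 46 uM) for 4 hrs at 37C. Activity came from the overlap-corrected green/red luminescence ratio.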
# KCNH2 WT inh = blocks the wildtype human KCNH2 potassium channel | actives 0.37% (n = 340,000) | U2OS, BacMam KCNH2, thallium flux FluxOr; active compounds read low | activity change, % at 1.84 µM | Q12809;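 active = maximum activity change below -70%; inconclusive = maximum activity change between -70% and -50%; inactive = maximum activity change above -50%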; note: % is set by controls: 0 for no effect and ±100 for the full control effect
#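 U2OS cells were transduced with wild-type KCNH2 virus (2.03 x 10^8 / mL) for 4 h at room temperature, then cultured overnight at 37 C. Thallium flux was read with FluxOr dye. Rate constants were normalized to DMSO controls.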
# Mito fusion yeast = mitochondrial division inhibition or fusion activation; S. cerevisiae fusion-defective mutant growth rescue, CellTiterGlo 48 h; Potency, µM (doses to about 46.1 µM), for inactives: at the highest dose growth rescue (activation), actives largely listed as activators; actives 0.23% (n = 320,000);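 note: potency is the fitted concentration of half-maximal effect; % of control where 0% means no effect; nearly all actives have a fitted effect of over 45% in size; temperature-sensitive fusion mutants such as fzo1-1 at 37 °C on non-fermentable ethanol glycerol medium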
#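 Yeast fusion mutant, YPEG (non-fermentable carbon), compound, 48 h at 37C non-permissive; CellTiterGlo added, 10 min RT, luminescence read. Rescued growth = division inhibition.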
# USP2a block = USP2a (human) protease inhibition | actives 0.01% (n = 330,000) | Potency, µM (series often up to 38.3 µM), for the others: at the top dose activity change, negative = inhibition, hits mostly inhibitors | USP2 core, Ub-CHOP2 coupled fluorogenic reporter, 485/531;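 note: potency is the fitted concentration of half-maximal effect; plate controls were DMSO wells for no effect and full inhibition by NEM control for full effect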
#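 Deubiquitinase activity read as fluorescence (485/531 nm) after Ub-CHOP2 cleavage activates the enterokinase reporter on its substrate; USP2 core 10nM, Ub-CHOP2 and substrate 25nM each, 30min compound preincubation then 60min RT; data normalized to NEM, curves fitted.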
# S-ASM inh = inhibitors of human secretory acid sphingomyelinase. P17405. placental ASM, HMU-PC fluorogenic substrate, 60 min. Potency, µM (titrated, usually from 57.5 µM), without a hit: at the highest dose activity change, negative = inhibition, most hits filed as inhibitors. actives 0.006% (n = 340,000). AID 504937; note: potency is the fitted concentration of half-maximal effect
#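 Human placenta-derived ASM enzyme was preincubated with compound for 10 minutes at room temperature, then given fluorogenic substrate HMU-PC0 (9 uM final) for 60 minutes at 37 °C; a pH 10 stop preceded fluorescence reading at Ex 386/Em 447 nm.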
# PKM2 act = increases activity of human pyruvate kinase M2; P14618; purified PKM2, Kinase-Glo ATP luminescence, activation; response scale: 0% is enzyme alone, no compound; Potency, µM (top dose mostly 57.5 µM), without a hit: at the highest dose activation, most hits filed as activators; actives 0.34% (n = 260,000); AID 1631; note: potency is the fitted concentration of half-maximal effect; % is set by controls: 0 for no effect and ±100 for the full control effect; nearly all actives have a fitted effect of over 55% in size
#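 ATP formation by purified human PK-M2, quantified via coupled luciferase luminescence after 1 h at room temperature with 0.1 mM ADP and 0.5 mM PEP final.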
# TSHR antagonist = antagonists of human thyroid stimulating hormone receptor. TSHR-expressing cells, TSH-stimulated cAMP HTRF, 2 h; active compounds read low. P16473. activity change, negative = inhibition, % at 11.5 µM. actives 0.2% (n = 330,000);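 active = activity change below a set negative limit, meaning inhibition stronger than a set level, cut at about -70% in these data; inconclusive = activity change between two set negative limits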; note: % is set by controls: 0 for no effect and ±100 for the full control effect
#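 Antagonism was scored as loss of TSH-driven cAMP in TSHR cells, stimulated with 4nM TSH (EC80) for 2 hours at 37 deg C and detected by homogeneous HTRF competition immunoassay.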
# Eya2 phos inh = Eya2 (human) phosphatase inhibition; O00167; recombinant Eya2, OMFP fluorescence dephosphorylation (OMFP is methylfluorescein phosphate); Potency, µM (top dose mostly 76.9 µM), inactives show at the highest dose activity, negative = inhibition, most hits filed as inhibitors; actives 0.006% (n = 330,000); AID 488837; note: potency is the fitted concentration of half-maximal effect; % is set by controls: 0 for no effect and ±100 for the full control effect
#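 Eya2 (0.2 uM) preincubated 10 min at ambient with compound, then OMFP substrate added at 50 uM; 10 min reaction in 50 mM HEPES pH 7.5, 50 mM NaCl, 5 uM MgCl2, 0.05% BSA, 1 mM DTT. Fluorescence read at Ex 485/Em 525 nm.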
# MBNL1-CUG inh = MBNL1-poly(CUG) RNA binding inhibition. Q9NR56. TR-FRET MBNL1-His/biotin-(CUG)12 binding, 665/545 ratio. Potency, µM (titrated, usually from 57.5 µM), without a hit: at the top dose activity change, negative = inhibition, hits mostly inhibitors. actives 0.036% (n = 280,000). AID 2675; active = well fitted inhibition curve with a large enough effect in the signal ratio, with a control signal flat, not every such curve was filed as active; inconclusive = small, poorly fitted or top-dose-only effect, or effect the other way, or a change in a side signal; inactive = no such curve, though single readings can be large or run the other way; the % refers to the signal ratio; note: potency is the fitted concentration of half-maximal effect; % is set by controls: 0 for no effect and ±100 for the full control effect
# Target sequence (Q9NR56 whole entry, looked up): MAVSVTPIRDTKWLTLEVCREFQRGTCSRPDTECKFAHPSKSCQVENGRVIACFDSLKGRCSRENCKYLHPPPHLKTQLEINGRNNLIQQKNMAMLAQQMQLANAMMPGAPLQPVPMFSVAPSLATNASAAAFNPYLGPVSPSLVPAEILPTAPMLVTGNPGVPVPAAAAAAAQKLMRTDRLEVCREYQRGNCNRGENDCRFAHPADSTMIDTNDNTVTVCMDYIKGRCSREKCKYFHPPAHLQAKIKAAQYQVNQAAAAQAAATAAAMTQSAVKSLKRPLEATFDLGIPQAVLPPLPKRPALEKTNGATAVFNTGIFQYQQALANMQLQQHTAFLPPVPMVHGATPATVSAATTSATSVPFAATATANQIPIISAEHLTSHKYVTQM
#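 TR-FRET readout: Ex 340 nm, 665/545 nm emission ratio, normalized to buffer-only (basal) and MBNL1-(CUG)12 controls. Complex of MBNL1-His with Biotin-(CUG)12, compounds 92 nM–58 uM, incubated 60 min at room temperature.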
# GALK inh = galactokinase (human) inhibition | Potency, µM (doses to about 57.5 µM), inactives show at the highest dose activity change, negative = inhibition, most hits filed as inhibitors | actives 0.007% (n = 270,000) | Purified GALK, Kinase-Glo residual ATP luminescence; note: potency is the fitted concentration of half-maximal effect; % is set by controls: 0 for no effect and ±100 for the full control effect
# Target sequence (P51570 whole entry, looked up): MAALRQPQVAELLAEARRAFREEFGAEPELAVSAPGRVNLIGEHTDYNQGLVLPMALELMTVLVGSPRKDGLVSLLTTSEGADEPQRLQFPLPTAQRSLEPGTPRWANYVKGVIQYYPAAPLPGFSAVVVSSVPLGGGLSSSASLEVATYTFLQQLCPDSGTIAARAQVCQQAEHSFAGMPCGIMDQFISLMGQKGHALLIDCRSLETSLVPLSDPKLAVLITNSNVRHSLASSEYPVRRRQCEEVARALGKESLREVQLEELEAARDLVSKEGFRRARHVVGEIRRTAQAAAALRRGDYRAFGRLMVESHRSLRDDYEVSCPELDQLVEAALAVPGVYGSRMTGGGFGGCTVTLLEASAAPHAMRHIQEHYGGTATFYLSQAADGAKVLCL
#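 Human GALK (5 nM) with 35 uM ATP and 100 uM galactose in 20 mM HEPES pH 8.0, 5 mM MgCl2, 60 mM NaCl, 1 mM DTT, 0.01% BSA. After 1 h at room temperature, leftover ATP was read by Kinase-Glo Plus luminescence.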
# Menin MLL FP TR = inhibitors of human menin-MLL interaction, mutant MLL peptide. Potency, µM (titrated, usually from 61.6 µM), without a hit: top-dose FP activity change, negative = inhibition, hits mostly inhibitors. Menin + Texas Red MLL mutant peptide, fluorescence polarization. AID 1768. actives 0.23% (n = 270,000); active = well fitted inhibition curve with a large enough effect in the polarisation, with a control signal flat, not every such curve was filed as active; inconclusive = small, poorly fitted or top-dose-only effect, or effect the other way, or a change in a side signal; inactive = no such curve, though single readings can be large or run the other way; the % refers to the polarisation; note: potency is the fitted concentration of half-maximal effect; % of control where 0% means no effect; many of its hits are not listed in these tables
# * hit, by the source's call; ? = inconclusive; . = not tested or not shown; [ ] = dose if it differs, or a comment. Unless noted, calls come from the whole dose curve; as a rule, active = well fitted curve in the direction sought with a large enough effect; inconclusive = small, poorly fitted or top-dose-only effect, or another doubt; inactive = no such curve, though single readings can be large; an effect the other way counts as inactive or inconclusive. Only part of the results is shown. The share of hits here may be higher or lower than overall.
SMILES,Chronic BCR inh,KCNH2 WT inh,Mito fusion yeast,USP2a block,S-ASM inh,PKM2 act,TSHR antagonist,Eya2 phos inh,MBNL1-CUG inh,GALK inh,Menin MLL FP TR
C=CCNC(=S)NNC(=O)c1ccc(Br)cc1,?,-4,0%,4%,2%,-20%,1,-6%,-9%,1%,-17%
COc1ccc(CN(Cc2cc3cccc(C)c3n3nnnc23)C(=O)N2CCOCC2)cc1,5%,1,7%,-1%,2%,0%,4,-6%,-16%,1%,-7%
CC(=O)c1ccc(NS(=O)(=O)c2ccc3c(c2)N(C(C)=O)CCO3)cc1,6%,-2,6%,2%,1%,-4%[0.46 µM],4,0%,-4%,6%,8%
CN1C(=O)/C(=C/c2ccc3c(c2)OCO3)N=C1c1ccccc1,0%,-2,0%,2%,21%,0%,-2,10%,?,3%,10%
Cc1cc(C)cc(OCC(=O)Nc2ccc(N3CCOCC3)cc2N2CCOCC2)c1,-6%,2,13%,-2%,-2%,.,-2,23%,.,.,.
COc1ccc(Br)cc1CN1CCN(Cc2c[nH]c3ccccc23)CC1,?,22,-68%[inhibitor],-12%,-4%,.,-1,10%,-7%,1%,?
Cc1cccc(C)c1OCCOC(=O)c1cccc(S(=O)(=O)N2CCOCC2)c1,-2%,-11,13%,2%,-2%,.,13,-14%,.,.,.
COc1cccc(NC(=O)Nc2ccc3c(c2)OCO3)c1,?,-18,-2%,-1%,-3%,-9%,14,-8%,-7%,7%,-1%
CCOC(=O)NC(Nc1nc2ccccc2s1)(C(=O)OCC)C(F)(F)F (stereo unspecified),3%,-6,6%,-2%,-1%,2%,2,12%,7%,7%,0%
CCN(CC)S(=O)(=O)c1ccc(C(C)NCC(=O)Nc2ccccc2C(=O)NC2CC2)cc1 (stereo unspecified),-3%,10,-6%,-1%,0%,.,-3,11%,.,.,.
O=C1C(Cl)=C(Nc2ccc(O)cc2)C(=O)c2ccccc21,?,0,-13%,7%,-2%,9%,?,4%,?,1%,.
CN(CCc1ccccn1)C(=S)NC(=O)c1ccco1,-7%,6,-1%,0%,-1%,0%,10,4%,.,11%,1%
Cc1ccc(COC(=O)c2ccc3ccccc3n2)cc1,?,1,9%,-2%,-2%,0%,-11,-9%,13%,-2%,-4%
O=C(CNC(=O)c1ccccc1)NCCc1ccc(O)c(O)c1,?,.,-22%,2%,.,.,13,24%,-4%,0%,?
NNc1nc2sc3c(c2c(=O)n1-c1ccccc1)CCCC3,?,11,-1%,-2%,-3%,24%,13,-6%,-8%,-5%,.
O=C1Cc2cc(S(=O)(=O)N3CCN(c4cccc(Cl)c4)CC3)ccc2N1,5%,0,1%,2%,-5%,-13%,28,3%,-2%,.,73%[activator]
Cn1nc(C(=O)Nc2ccc3c(c2)OCCO3)cc1C(=O)O,?,-1,-20%,3%,7%,-56%,3,3%,-5%,9%,-5%
CC(C)N1CCN(Cc2cccc(-n3cccn3)c2)CC1CCO (stereo unspecified),-8%,6,-7%,-1%,-1%,-1%,-2,-4%,-7%,1%,0%
O=S1(=O)CCOCCCN1Cc1ccccc1Br,-3%,-11,-4%,2%,1%,1%,-10,-8%,-1%,.,-14%
COc1ccc(-n2nc(C(=O)NCC(=O)NC3CCCC(C)C3C)c3ccccc3c2=O)c(OC)c1 (stereo unspecified),-14%,-7,-3%,-2%,-2%,-8%,0,1%,1%,-4%,?
COc1ccccc1/C=C1\Cc2ccccc2C1=O,?,-1,1%,0%,97%[activator],-15%,-7,12%,?,1%,-17%
CC(=O)c1c(N2CCC(C(N)=O)CC2)nc(=S)n(-c2ccccc2)c1C,-7%,-9,0%,1%,-2%,2%,-4,11%,3%,.,22%
CCCC(=O)NC(c1ccccc1)c1c(O)ccc2ccccc12 (stereo unspecified),?,7,1%,3%,59%[activator],-1%,0,11%,4%,-3%,?
O=C(NCc1ccccc1CN1CCCC1)C1CCN(S(=O)(=O)c2ccc(Cl)cc2)CC1,13%,26,0%,0%,7%,.,1,0%,.,.,.
Cc1cccc(C)c1NC(=O)C(NC=O)c1ccc(N(C)C)cc1 (stereo unspecified),0%,0,0%,2%,0%,0%,-11,13%,-4%,-3%,4%
Cc1ccc(/C=N\NC(=O)Cn2c(C)nc3ccccc32)o1,2%,8,2%,-1%,4%,4%,0,-25%,17%,0%,0%
COc1cc(C)c(CN2CCC(Oc3ccc(C(=O)N4CCCC4)cc3)CC2)cc1C,0%,-5,1%,2%,-2%,-3%,-7,8%,-5%,-2%,?
CCS(=O)(=O)Nc1cc2c3c(c1)CCN3C(=O)CC2,-25%,0,-3%,2%,2%,.,18,-7%,0%,1%,2%
Cc1cc(C)c(C(=O)COC(=O)C2CCN(c3ccc(C(F)(F)F)cn3)CC2)cc1C,14%,-1,0%,-2%,-8%,.,0,-1%,.,.,.
O=C(CSC1=NNC(c2ccccn2)S1)Nc1ccc(C(F)(F)F)cc1 (stereo unspecified),-17%,7,1%,3%,2%,-1%,-13,-5%,14%,-1%,.
COc1ccc(C2(c3ccc(OC)cc3)NC(=O)N(CC(=O)NCC(F)(F)F)C2=O)cc1,-2%,-27,-1%,1%,0%,.,-10,2%,-4%,-1%,26%
O=C(NCCc1cn2ccsc2n1)C1CCCCC1,?,0,2%,-1%,7%,0%,3,13%,11%,2%,4%
O=C(CSc1ccc(-c2ccco2)nn1)Nc1cccc(F)c1,1%,7,5%,4%,-5%,?,-13,6%,19%,-5%,.
O=C(Nc1ccc(C(=O)N2CCOCC2)cc1)c1cccc([N+](=O)[O-])c1,-14%,2,0%,0%,5%,2%,-7,-2%,?,-2%,19%
CCOC(=O)c1c(/N=C/c2cc([N+](=O)[O-])ccc2O)sc(C)c1C,0%,23,5%,-2%,6%,-9%,-11,1%,.,0%,4%
O=C(COc1ncnc2scc(-c3ccccc3)c12)NCCN1C(=O)CSC1=O,0%,.,2%,0%,.,4%,19,-1%,3%,13%,0%
O=C(CN(Cc1ccccc1F)S(=O)(=O)c1ccc(Cl)cc1)NCC1CCCO1 (stereo unspecified),1%,-3,11%,4%,3%,0%,-4,4%,-3%,2%,-2%
Cc1nc2c(ccc3nc(NC(=O)C4CC4)sc32)s1,?,12,4%,4%,5%,-1%,-3,-3%,-11%,0%,16%

# Full records, quoted from the list. Order of values: Chronic BCR inh, KCNH2 WT inh, Mito fusion yeast, USP2a block, S-ASM inh, PKM2 act, TSHR antagonist, Eya2 phos inh, MBNL1-CUG inh, GALK inh, Menin MLL FP TR
# CCCC(=O)NC(c1ccccc1)c1c(O)ccc2ccccc12 (stereo unspecified) in the list: ?, 7, 1%, 3%, 59%[activator], -1%, 0, 11%, 4%, -3%, ?
# O=C(COc1ncnc2scc(-c3ccccc3)c12)NCCN1C(=O)CSC1=O in the list: 0%, ., 2%, 0%, ., 4%, 19, -1%, 3%, 13%, 0%
# O=C(Nc1ccc(C(=O)N2CCOCC2)cc1)c1cccc([N+](=O)[O-])c1 in the list: -14%, 2, 0%, 0%, 5%, 2%, -7, -2%, ?, -2%, 19%
# CCOC(=O)NC(Nc1nc2ccccc2s1)(C(=O)OCC)C(F)(F)F (stereo unspecified) in the list: 3%, -6, 6%, -2%, -1%, 2%, 2, 12%, 7%, 7%, 0%
# CCN(CC)S(=O)(=O)c1ccc(C(C)NCC(=O)Nc2ccccc2C(=O)NC2CC2)cc1 (stereo unspecified) in the list: -3%, 10, -6%, -1%, 0%, ., -3, 11%, ., ., .

# Compound activity (PubChem)
